Assay outcomes (PubChem)
HKDC1 inhibitor – HKDC1 (human) hexokinase inhibition | Q2TB90 | recombinant HKDC1, G6PDH/diaphorase resazurin coupled fluorescence | inhibition, % at 20 µM | actives 0.16% (n = 340,000) | AID 493160;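 active means inhibition above about 35% when tested at 20 µM, limit read from the data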;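 further: plate controls were DMSO wells with enzyme for no effect and DMSO wells lacking enzyme for full effect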
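Test system: Recombinant HKDC1 (HK5) hexokinase enzyme, produced in-house | Input: HKDC1 at 5 µg/mL | Buffer or medium: Tris pH 8.0 buffer with MgCl2, Tween-20, BSA, BME | Schedule: 90 min reaction incubation at room temperature, dark | Technique: Resazurin-to-resorufin fluorescence via G6PDH and diaphorase coupling, 525/613 nm | Controls: DMSO wells with and without enzyme mix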
SENP1 inh – blocks the human SENP1 SUMO protease catalytic domain; Q9P0U3; recombinant SENP1 catalytic domain, CyPet-SUMO1-YPet FRET cleavage; inhibition, % at 10 µM; actives 0.21% (n = 360,000);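 active means inhibition at least 30% at 10 µM, raw YFP signal under a set limit, fluorescence ratio 0.5 to 1.5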;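 further: 0% = enzyme with DMSO and 100% = no enzyme wells; some results filed as inactive read as strong as hits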
Target sequence (Q9P0U3 419-644 limits assumed): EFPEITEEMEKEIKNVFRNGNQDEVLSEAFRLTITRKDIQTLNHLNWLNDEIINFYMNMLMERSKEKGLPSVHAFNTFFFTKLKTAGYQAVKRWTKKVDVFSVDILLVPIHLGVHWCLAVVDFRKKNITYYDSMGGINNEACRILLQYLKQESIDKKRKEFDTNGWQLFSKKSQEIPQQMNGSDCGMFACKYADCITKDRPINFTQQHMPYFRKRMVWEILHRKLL
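Assay system – human recombinant His6-tagged SENP1 catalytic domain enzyme · Input – SENP1 enzyme, 20 pM final · Buffer or medium – Tris pH 8 buffer plus EDTA, NaCl, BME, BSA, NP40, catalase · Schedule – 50 min reaction at room temperature · Technique – FRET read of cyan and yellow fluorescence · Control set – no-enzyme wells low, DMSO-plus-enzyme wells high control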
SENP6 inh – inhibitors of human SENP6 protease. Recombinant SENP6 catalytic domain, aminoluciferin luminescence. actives 1.8% (n = 330,000). inhibition, % at 10 µM. AID 2599. Q9GZR1;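 active means inhibition above about 50% at the single tested dose, limit read from the data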;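 further: plate controls were DMSO wells with enzyme for no effect and DMSO wells lacking enzyme for full effect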
MIN6 prolif – inducers of beta-cell replication in MIN6 cells. MIN6 cells proliferation, ATPlite luminescence, 48 h; cells starved in 0.2% serum; 100% = growth in 10% serum. proliferation, % at 10 µM. actives 0.29% (n = 330,000). AID 2380;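 active means compounds whose signal lies at least 3.5 SD above the mean of all wells on their plate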;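 further: 0% = DMSO-treated cells in low-serum medium and 100% = 10% serum control; some compounds called inactive have numbers as strong as hits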
SENP8 block-1 – blocks the human protease SENP8; purified SENP8, Z-RLRGG-aminoluciferin cleavage, luminescence; inhibition, % at 10 µM; actives 1.2% (n = 330,000); Q96LD8; AID 2540; in the data active means inhibition above about 50%
Target sequence (Q96LD8 whole entry, looked up): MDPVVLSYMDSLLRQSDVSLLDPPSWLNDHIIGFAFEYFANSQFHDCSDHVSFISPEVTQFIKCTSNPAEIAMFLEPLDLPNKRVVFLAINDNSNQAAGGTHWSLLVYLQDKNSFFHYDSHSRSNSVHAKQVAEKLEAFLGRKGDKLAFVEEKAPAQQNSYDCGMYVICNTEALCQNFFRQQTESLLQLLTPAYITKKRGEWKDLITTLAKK
PfG6PD inh – PfG6PD (Plasmodium falciparum) enzyme inhibition. PfGluPho enzyme, NADPH resazurin-diaphorase fluorescence. inhibition, % at 20 µM. actives 0.78% (n = 350,000). AID 504690;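 active means inhibition reaching at least a set limit at 20 µM in the primary screen, cut at about 59% in these data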;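 further: 0% = DMSO wells with substrate and 100% = DMSO wells lacking glucose-6-phosphate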
UBC13 inh – inhibitors of human UBC13 polyubiquitin chain formation. TR-FRET. inhibition, % at 20 µM. actives 0.47% (n = 330,000). P61088. AID 485273; in the data active means inhibition above about 45%, passing the limit was not always enough
Target sequence (P61088 whole entry, looked up): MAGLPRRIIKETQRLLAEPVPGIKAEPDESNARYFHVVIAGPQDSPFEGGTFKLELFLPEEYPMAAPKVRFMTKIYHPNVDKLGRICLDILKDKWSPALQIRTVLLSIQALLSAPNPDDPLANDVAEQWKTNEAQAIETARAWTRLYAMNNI
SENP7 inh – SENP7 protease inhibition | Q9BQF6 | recombinant SENP7, Z-RLRGG-aminoluciferin luminescence, 40 min | inhibition, % at 5 µM | actives 1.5% (n = 330,000) | AID 434973;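 active means inhibition above about 50% at the single test dose, limit read from the data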;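 further: plate controls were DMSO with enzyme for no effect and no enzyme buffer wells for full effect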
Target sequence (Q9BQF6 706-1050 limits assumed): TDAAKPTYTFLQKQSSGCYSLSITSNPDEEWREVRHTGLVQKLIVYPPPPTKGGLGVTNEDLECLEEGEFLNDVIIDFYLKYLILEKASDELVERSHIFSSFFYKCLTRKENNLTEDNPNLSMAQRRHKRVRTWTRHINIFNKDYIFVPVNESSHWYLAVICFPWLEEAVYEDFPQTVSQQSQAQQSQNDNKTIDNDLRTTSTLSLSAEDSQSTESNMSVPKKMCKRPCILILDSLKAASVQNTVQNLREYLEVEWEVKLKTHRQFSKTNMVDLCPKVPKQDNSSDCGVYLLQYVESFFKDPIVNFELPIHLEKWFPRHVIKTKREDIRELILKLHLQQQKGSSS
SENP8 block-2 – inhibitors of human SENP8 protease; inhibition, % at 20 µM; actives 0.64% (n = 360,000); recombinant SENP8, Nedd8 substrate fluorescence; Q96LD8; AID 602440; in the data active means inhibition mostly above about 40%, no sharp cut-off; inactive means mostly below about 27%
* = called active by the depositor; · = not tested or not shown.

SMILES	HKDC1 inhibitor	SENP1 inh	SENP6 inh	MIN6 prolif	SENP8 block-1	PfG6PD inh	UBC13 inh	SENP7 inh	SENP8 block-2
c1ccc2cc(OCc3nc4ccccc4[nH]3)ccc2c1	-4	1	87*	-4	80*	8	-6	77*	5
COc1ccc(C)cc1NC(=O)C(OC(=O)C1CC1)c1ccccc1 (stereo not drawn)	-6	0	-11	1	-5	-2	29	0	20
COc1ccc([N+](=O)[O-])cc1NC(=O)C(C)N(C)Cc1cccc(OC)c1OC (stereo not drawn)	-1	2	-9	-4	3	19	8	9	9
Cc1cccc(N(C)S(=O)(=O)c2c(C)noc2C)c1	-4	2	-1	6	-5	12	5	3	-22
COC(=O)/C=C1\S/C(=N\N=C\CC(=O)OC)NC1=O	-5	12	1	-2	2	2	-20	1	30
COc1ccc(CC(=O)Nc2ccc3nc(SC)sc3c2)cc1OC	3	-1	16	-2	0	4	5	1	8
CCOc1ccc(CNC(=O)Nc2ccccc2)cc1	-5	4	-18	-2	-13	12	-2	-7	12
Cc1ccc(-c2csc(N3CCC(C(N)=O)CC3)n2)cc1	2	2	-12	2	-3	0	-13	-1	8
C=CCOCCN1C(=O)C2C(c3ccccc3)C=CC(c3ccccc3)C2C1=O (stereo not drawn)	-4	66*	-2	-2	4	-8	-3	-3	-13
O=C(NCC1CCCO1)c1ccc(S(=O)(=O)N2CCCCC2)cc1 (stereo not drawn)	-3	-1	-18	0	-4	-8	3	-1	16
O=C(CCC1CCCCC1)Nc1ccc(S(=O)(=O)Nc2nccs2)cc1	1	1	-1	3	-4	-36	-8	5	7
CCn1c(SCC(=O)Nc2nccs2)nnc1-c1ccc(S(=O)(=O)N2CCCCCC2)cc1	-1	-1	-7	-3	-1	-43	-2	3	26
Cc1c(Br)c([N+](=O)[O-])nn1CC(=O)c1ccccc1	-7	4	3	1	-3	-11	-1	-4	18
CC1(C)CC(=O)C/C(=N\NC(=O)CCc2ccc(S(=O)(=O)N3CCOCC3)cc2)C1	-1	-2	-10	-1	-5	-9	-4	5	6
CSc1ccccc1NC(=O)c1cccnc1	-12	-1	-7	0	2	1	1	6	-2

3 entries from above, sorted by their value in HKDC1 inhibitor, smallest number first:
molecule	HKDC1 inhibitor	SENP1 inh	SENP6 inh	PfG6PD inh	UBC13 inh	SENP7 inh
COc1ccc(C)cc1NC(=O)C(OC(=O)C1CC1)c1ccccc1 (stereo not drawn)	-6	0	-11	-2	29	0
C=CCOCCN1C(=O)C2C(c3ccccc3)C=CC(c3ccccc3)C2C1=O (stereo not drawn)	-4	66*	-2	-8	-3	-3
COc1ccc([N+](=O)[O-])cc1NC(=O)C(C)N(C)Cc1cccc(OC)c1OC (stereo not drawn)	-1	2	-9	19	8	9

Later entries
SMILES	HKDC1 inhibitor	SENP1 inh	SENP6 inh	MIN6 prolif	SENP8 block-1	PfG6PD inh	UBC13 inh	SENP7 inh	SENP8 block-2
COc1ccc(-c2cc(C(F)(F)F)nc(SCC(=O)Nc3cc(C)on3)n2)cc1OC	-6	1	-3	-2	-9	-6	2	-8	-402
CCC(=O)N1c2ccc(S(=O)(=O)N3CCN(CC)CC3)cc2CC1C (stereo not drawn)	-7	2	7	0	-7	-8	0	9	6
Cc1cc(C)n2c(=O)[nH]nc2c1	3	6	·	·	·	-6	·	·	-493
CC[N+](CC)(CC=C(C)C)CC(=O)OC	-1	1	4	2	-10	2	-4	-13	16
O=C(CNC(=O)c1ccco1)NCc1ccc2c(c1)OCO2	-4	0	-2	2	2	16	5	0	1
COc1ccc(/C(N)=N/OC(=O)c2ccco2)cc1	-12	-1	91*	-3	84*	9	4	24	17
CCOC(=O)C1=C(C)N(C)C(=S)NC1c1ccccc1Cl (stereo not drawn)	-1	2	-8	0	4	-7	-8	-2	2
C=CCOc1ccccc1CN1CCC(Oc2ccc(C(=O)N3CCCCC3)cc2)CC1	-3	-1	-7	-5	-4	-9	5	0	0
O=C(NCc1ccco1)C1CC(=O)N(c2cccc(Cl)c2)C1 (stereo not drawn)	-6	-6	-12	-3	-9	2	-3	-10	-8
CCCCN(CC)CCCNC(=O)c1ccc(CS(=O)(=O)c2ccccc2C)o1	-1	-1	-7	3	-5	1	-4	-3	22
O=C(c1cccc(NC2=NC3CS(=O)(=O)CC3S2)c1)N1CCN(c2ncccn2)CC1 (stereo not drawn)	-4	-1	-6	-2	-5	-3	4	10	-20
CCOc1ccc(NC(=O)CSc2nnc(COc3c(C)cccc3C)o2)cc1	-2	1	0	-1	-2	2	-4	3	13
COc1cc(O)c(C(C)=O)cc1OC	2	2	-5	4	-1	-9	4	-4	-12
CCN(CC)S(=O)(=O)c1cccc(-c2nnc(SCCOc3ccccc3C)o2)c1	4	2	-2	-4	-2	-8	12	-3	12
Cc1ccc(CNC(=O)CCNS(=O)(=O)c2cccc3nsnc23)cc1	-4	3	-18	0	5	5	2	-8	11

Three of these compounds, reformatted.
canonical_smiles | HKDC1 inhibitor | SENP1 inh | SENP6 inh | MIN6 prolif | SENP8 block-1 | PfG6PD inh | UBC13 inh | SENP7 inh | SENP8 block-2
O=C(c1cccc(NC2=NC3CS(=O)(=O)CC3S2)c1)N1CCN(c2ncccn2)CC1 (stereo not drawn) | -4 | -1 | -6 | -2 | -5 | -3 | 4 | 10 | -20
CCOc1ccc(NC(=O)CSc2nnc(COc3c(C)cccc3C)o2)cc1 | -2 | 1 | 0 | -1 | -2 | 2 | -4 | 3 | 13
COc1cc(O)c(C(C)=O)cc1OC | 2 | 2 | -5 | 4 | -1 | -9 | 4 | -4 | -12

Entries of single compounds from above. Values in the order: HKDC1 inhibitor	SENP1 inh	SENP6 inh	MIN6 prolif	SENP8 block-1	PfG6PD inh	UBC13 inh	SENP7 inh	SENP8 block-2
CCOC(=O)C1=C(C)N(C)C(=S)NC1c1ccccc1Cl (stereo not drawn) in the list: -1	2	-8	0	4	-7	-8	-2	2
COc1ccc(/C(N)=N/OC(=O)c2ccco2)cc1 in the list: -12	-1	91*	-3	84*	9	4	24	17
O=C(NCc1ccco1)C1CC(=O)N(c2cccc(Cl)c2)C1 (stereo not drawn) in the list: -6	-6	-12	-3	-9	2	-3	-10	-8
Cc1cc(C)n2c(=O)[nH]nc2c1 in the list: 3	6	·	·	·	-6	·	·	-493

Among those listed so far, 2 contain a nitro group on carbon:
SMILES	HKDC1 inhibitor	SENP1 inh	SENP6 inh	MIN6 prolif	SENP8 block-1	PfG6PD inh	UBC13 inh	SENP7 inh	SENP8 block-2
COc1ccc([N+](=O)[O-])cc1NC(=O)C(C)N(C)Cc1cccc(OC)c1OC (stereo not drawn)	-1	2	-9	-4	3	19	8	9	9
Cc1c(Br)c([N+](=O)[O-])nn1CC(=O)c1ccccc1	-7	4	3	1	-3	-11	-1	-4	18

Other records.
SMILES	HKDC1 inhibitor	SENP1 inh	SENP6 inh	MIN6 prolif	SENP8 block-1	PfG6PD inh	UBC13 inh	SENP7 inh	SENP8 block-2
CCOc1ccc(/C=N/NC(=O)C(=O)N2CCCCCC2)c2ccccc12	4	-1	0	6	-6	12	6	0	-193
CCN1CCN(C(=S)Nc2cccc(Cl)c2)CC1	7	5	-6	-2	-4	-14	1	5	14
CCCc1cc(=O)oc2cc(C)c3c(C)coc3c12	-5	-1	-25	-2	-4	3	14	5	-336
CC(C)NCc1nnc(-c2ccccc2Cl)o1	-16	-2	-29	-1	-3	5	-2	2	7
O=C(CC1(O)C(=O)N(CCc2ccccc2)c2ccccc21)c1ccco1 (stereo not drawn)	-7	-2	-5	-4	6	-12	0	6	28
CCOC(=O)c1c(NC(=O)CCS(=O)(=O)c2ccccc2)sc2c1CC(C)(C)NC2(C)C	-6	-4	-20	-8	-3	0	-6	10	-73
CCS(=O)(=O)N1Cc2ccccc2CC1C(=O)Nc1nnc(SCc2ccc(F)cc2)s1 (stereo not drawn)	-5	-3	3	0	-4	-2	-8	3	-10
Cc1ccc(C)n1-c1sc2c(c1C#N)CCC(C)C2 (stereo not drawn)	3	-1	-4	-3	-8	11	-11	-8	13
C/C(=N/NC(=O)c1ccoc1C)c1cccc(NC(=O)C2CC2)c1	4	1	3	0	-4	6	1	-7	4
COC(=O)c1c(-n2cnnn2)sc(C)c1C	-1	1	-19	4	3	-1	0	4	-30
CCSc1nsc(SCC)c1C(N)=O	1	1	-17	0	-6	7	1	-4	9
O=C1/C(=C\c2ccco2)SC(=S)N1C1CCS(=O)(=O)C1 (stereo not drawn)	1	-6	4	0	-2	34	-12	4	33
O=C(O)Cn1c(-c2ccccc2)cc2ccccc21	-3	-1	-40	-2	-6	3	0	-15	-264
Cc1cccc2cc(CN(CC3CCCO3)C(=O)c3cnccn3)c(=O)[nH]c12 (stereo not drawn)	2	-11	·	·	·	-11	·	·	-10
CC(C)C(=O)Nc1ncc2c(n1)CC(c1cccs1)CC2=O (stereo not drawn)	-1	2	-9	-2	-2	-4	2	4	-4
Nc1nc(C(=O)N2CCOCC2)nn1S(=O)(=O)c1ccc(Cl)cc1	-3	0	2	-1	-2	-22	3	8	13
O=C(OCc1cccc(F)c1)c1ccc2c(=O)n3c(nc2c1)CCC3	1	-59	5	-1	-6	-20	-1	6	-158
O=C(CCCNS(=O)(=O)c1cccs1)N1CCc2ccccc2C1	1	-4	17	1	2	-6	4	14	23
CC(C)c1ccccc1	-2	2	-19	-1	0	1	1	1	6
CC1CCCC(C)N1C(=O)COC(=O)c1cccs1 (stereo not drawn)	-1	2	0	-3	8	12	9	0	7
COc1ccccc1C(=O)NNC(=O)c1csc(N2CCOCC2)n1	-4	6	-27	-4	-16	17	-3	-11	5
COC(=O)[C@@H](Cc1c[nH]c2ccccc12)NC(=O)CCC(=O)c1ccc(Br)cc1	7	1	-8	1	-3	5	13	-1	15
O=C(NNC(=O)c1ccccc1-c1ccccc1C(=O)O)c1cccc([N+](=O)[O-])c1	12	2	6	1	0	-26	4	6	27
O=Cc1cc([N+](=O)[O-])ccc1N1CCOCC1	-13	3	5	0	-2	14	-10	2	-2
O=C(CSc1n[nH]c(-c2ccncc2)n1)Nc1ccccc1Cl	7	2	8	4	7	-18	1	1	-16
CCOC(=O)c1ccc(-n2c(O)c(/C=N/NC(=O)C3COc4ccccc4O3)c3ccccc3c2=O)cc1 (stereo not drawn)	-4	-24	5	-5	4	-28	-1	6	-129
O=c1c2ccccc2c(-c2ccccc2)nn1Cc1c(Cl)cccc1Cl	1	-1	1	-4	-11	-20	-7	-11	2
OC(COCc1cccs1)CN1CCN(c2cccc(C(F)(F)F)c2)CC1 (stereo not drawn)	-4	2	-18	-4	-6	1	-7	-8	12
C/C=C/C(=O)Nc1cccc(C2=NOC3(C2)C[C@@H](C(N)=O)N(C(=O)C(c2ccccc2)c2ccccc2)C3)c1 (stereo partly drawn)	-2	-1	0	-5	10	9	3	-4	11
Cc1ccc(S(=O)(=O)c2nnn3c2nc(N2CCN(c4ccccn4)CC2)c2ccccc23)cc1C	-2	3	2	-4	3	5	16	-4	11
